# SENP1 inh – human SENP1 catalytic domain inhibitors, primary screen, biochemical, FRET, uHTS; Sentrin-specific protease 1 (Homo sapiens), Q9P0U3; recombinant SENP1 catalytic domain, CyPet-SUMO1-YPet FRET cleavage; inhibition, % at 10 µM; 0.21% of 360,000 active;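 active = inhibition at least 30% at 10 µM, raw YFP signal under a set limit, fluorescence ratio 0.5 to 1.5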;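 also: 0% = enzyme with DMSO and 100% = no enzyme wells; some results filed as inactive read as strong as hits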
# Target sequence (Q9P0U3 419-644 limits assumed): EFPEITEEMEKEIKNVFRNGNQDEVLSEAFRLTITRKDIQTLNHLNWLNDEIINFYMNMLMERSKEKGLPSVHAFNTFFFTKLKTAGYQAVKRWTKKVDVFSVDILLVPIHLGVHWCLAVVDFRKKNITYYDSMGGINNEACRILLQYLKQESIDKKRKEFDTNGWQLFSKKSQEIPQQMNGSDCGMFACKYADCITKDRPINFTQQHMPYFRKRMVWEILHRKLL
#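 Test system: recombinant human SENP1 catalytic domain, His6-tagged / Medium: pH 8 Tris buffer with EDTA, NaCl, BME, BSA, NP40, catalase / Also added: SUMO1 FRET substrate flanked by Cypet and Ypet, 25 nM / Times: 50 min reaction at room temperature / Signal: FRET, CFP and YFP emission / Control set: no-enzyme low control and enzyme-plus-DMSO high control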
# SENP7 inh – SENP7 protease inhibitors, primary screen, biochemical, luminescence, uHTS | inhibition, % at 5 µM | 1.5% of 330,000 active | recombinant SENP7, Z-RLRGG-aminoluciferin luminescence, 40 min;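 active = inhibition above about 50% at the single test dose, limit read from the data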;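 also: plate controls were DMSO with enzyme for no effect and no enzyme buffer wells for full effect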
# beta cell repl – inducers of MIN6 beta-cell proliferation, primary screen, ATP luminescence, uHTS; proliferation, % at 10 µM; 0.29% of 330,000 active; AID 2380, 2010; MIN6 cells proliferation, ATPlite luminescence, 48 h; cells starved in 0.2% serum; 100% = growth in 10% serum;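 active = compounds whose signal lies at least 3.5 SD above the mean of all wells on their plate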;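 also: 0% = DMSO-treated cells in low-serum medium and 100% = 10% serum control; some compounds called inactive have numbers as strong as hits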
# SENP8 block-1 – SENP8 protease inhibitors, primary screen, biochemical, luminescence; inhibition, % at 10 µM; 1.2% of 330,000 active; purified SENP8, Z-RLRGG-aminoluciferin cleavage; Sentrin-specific protease 8 (Homo sapiens), Q96LD8; AID 2540, 2010; in the data active = inhibition above about 50%
# UBC13 inh – UBC13 polyubiquitin chain formation inhibitors, primary screen, biochemical, TR-FRET, uHTS. Ubiquitin-conjugating enzyme E2 N (Homo sapiens), P61088. inhibition, % at 20 µM. 0.47% of 330,000 active; in the data active = inhibition above about 45%, passing the limit was not always enough
# Target sequence (P61088 whole entry, looked up): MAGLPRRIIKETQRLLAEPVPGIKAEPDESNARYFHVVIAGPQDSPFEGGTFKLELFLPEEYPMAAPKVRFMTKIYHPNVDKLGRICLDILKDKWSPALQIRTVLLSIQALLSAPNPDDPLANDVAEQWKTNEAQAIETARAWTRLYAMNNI
# PfGluPho inh – PfG6PD enzyme inhibitors, primary screen, biochemical, fluorescence intensity, uHTS | PfGluPho enzyme, NADPH resazurin-diaphorase fluorescence | AID 504690, 2011 | 0.78% of 350,000 active | inhibition, % at 20 µM | glucose-6-phosphate dehydrogenase-6-phosphogluconolactonase (Plasmodium falciparum 3D7);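 active = inhibition reaching at least a set limit at 20 µM in the primary screen, cut at about 59% in these data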;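 also: 0% = DMSO wells with substrate and 100% = DMSO wells lacking glucose-6-phosphate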
# SENP8 block-2 – human SENP8 protease inhibitors, primary screen, biochemical, fluorescence, Nedd8 protein substrate, uHTS. recombinant SENP8. inhibition, % at 20 µM. Sentrin-specific protease 8 (Homo sapiens), Q96LD8. 0.64% of 360,000 active. AID 602440, 2012; in the data active = inhibition mostly above about 40%, no sharp cut-off; inactive = mostly below about 27%
# HKDC1 inhibitor – HKDC1 hexokinase inhibitors, primary screen, biochemical, fluorescence, uHTS. Q2TB90. recombinant HKDC1, G6PDH/diaphorase resazurin coupled fluorescence. inhibition, % at 20 µM. 0.16% of 340,000 active;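 active = inhibition above about 35% when tested at 20 µM, limit read from the data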;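 also: plate controls were DMSO wells with enzyme for no effect and DMSO wells lacking enzyme for full effect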
#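 Incubation: 90 min at room temperature in dark / Material: recombinant HKDC1 (HK5) hexokinase enzyme, produced in-house / Quantity: enzyme 5 µg/mL final / Compound: one dose of 20 µM, 1% DMSO / Reagent: glucose and ATP substrates / Buffer or medium: Tris pH 8.0 buffer with MgCl2, Tween-20, BSA, BME / Technique: resorufin fluorescence at 613 nm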
# SENP6 block – SENP6 protease inhibitors, primary screen, biochemical, luminescence, uHTS. inhibition, % at 10 µM. Sentrin-specific protease 6 (Homo sapiens), Q9GZR1. Recombinant SENP6 catalytic domain, aminoluciferin luminescence. 1.8% of 330,000 active. AID 2599, 2010;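 active = inhibition above about 50% at the single tested dose, limit read from the data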;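 also: plate controls were DMSO wells with enzyme for no effect and DMSO wells lacking enzyme for full effect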
# Target sequence (Q9GZR1 628-1112 limits assumed): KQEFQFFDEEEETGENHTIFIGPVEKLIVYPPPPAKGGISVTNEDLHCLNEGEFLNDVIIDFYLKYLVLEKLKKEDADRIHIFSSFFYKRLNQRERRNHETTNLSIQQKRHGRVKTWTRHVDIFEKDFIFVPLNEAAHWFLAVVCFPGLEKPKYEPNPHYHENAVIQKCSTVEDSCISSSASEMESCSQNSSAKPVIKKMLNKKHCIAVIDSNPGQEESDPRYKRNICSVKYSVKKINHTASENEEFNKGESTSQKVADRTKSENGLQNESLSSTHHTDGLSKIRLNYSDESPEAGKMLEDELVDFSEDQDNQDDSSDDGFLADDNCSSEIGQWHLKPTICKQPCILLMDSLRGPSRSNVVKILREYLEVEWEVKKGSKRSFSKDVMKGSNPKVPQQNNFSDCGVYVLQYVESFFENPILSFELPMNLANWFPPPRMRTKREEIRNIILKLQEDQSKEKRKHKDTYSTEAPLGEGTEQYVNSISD
# Active calls of the source: *; . = not tested or not shown.
structure,SENP1 inh,SENP7 inh,beta cell repl,SENP8 block-1,UBC13 inh,PfGluPho inh,SENP8 block-2,HKDC1 inhibitor,SENP6 block
Cc1ccc2[nH]c(C(=O)N3CCCCC3)cc2c1,0,6,1,-1,-1,-5,18,2,9
CC(=O)C1(C)N(O)C(C)(C)C(c2ccco2)=[N+]1[O-] (stereo not given),1,-2,3,-2,5,7,23,13,-1
CC(=O)c1ccc(NC(=O)CCc2nnc3ccc(N4CCC5(CC4)OCCO5)nn23)cc1,1,-2,-3,-11,6,4,-16,-4,11
COc1ccc(CNC(=O)Nc2cccc(C(F)(F)F)c2)cc1OC,-1,6,2,0,5,-7,4,-5,-4
O=C1NC(=S)/C(=C\c2ccc(-c3ccccc3Cl)o2)S1,-17,.,.,.,.,5,-118,13,.
COc1ccc(C(=O)N2CCC(n3nnc4cc(F)ccc43)CC2)cc1OC,-1,3,-2,1,-6,2,2,-5,-4
Cc1ccc(Oc2ncccc2N)c2c1CCC2,1,3,-2,1,1,4,10,-5,7
COCCNC(=O)C(c1ccc(O)cc1)N(Cc1ccco1)C(=O)CCC(=O)Nc1ccccn1 (stereo not given),3,4,1,-2,3,-11,15,-3,-5
CCc1ccccc1NC(=O)c1cccc(Oc2ccc([N+](=O)[O-])cc2Cl)c1,2,-6,-4,-5,4,1,24,1,1
CNC(=O)/C(C#N)=C/c1c(N(Cc2ccccc2)Cc2ccccc2)nc2c(C)cccn2c1=O,-40,.,.,.,.,5,-7,-3,.
CCOC(=O)C1(Cc2ccccc2C)CCCN(C(=O)CN2C(=O)CSC2=O)C1 (stereo not given),-1,2,-4,-4,8,18,20,-5,1
CC(=O)Nc1ccc(Oc2ccc(-c3noc(C)n3)cc2)cc1,-1,6,-2,-5,2,2,20,-5,-18
COC(=O)C1=C(C(=O)OC)[C@@H]2N(Cc3ccccc3)c3ccccc3[C@@]23C[C@@H](C(=O)OC)N(C(=O)c2cccs2)C3=N1,5,0,-9,-1,-8,5,15,6,6
COc1cc(/C=N/O)cc(Br)c1OS(=O)(=O)c1ccc(C)cc1,0,1,0,4,7,47,16,0,-11
Cc1ccc(CNC(=O)CSc2nc3n[nH]c(C)c3c(=N)n2-c2cccc(C)c2)cc1,1,-1,-4,0,1,10,0,-3,9
CN(CC(=O)Nc1n[nH]c(=S)s1)S(=O)(=O)c1cccc2cccnc12,-6,8,-5,7,-7,50,13,-4,13
C#CCOCCOCCOCCNc1nc(N2CCN(C(=O)[C@H](CCC(=O)O)n3cc(C(N)CO)nn3)CC2)nc(N2CCN(C(=O)[C@H](CCCCN)n3cc(C(N)CC(C)C)nn3)CC2)n1 (stereo not given in full),.,-6,-5,0,-4,.,.,.,0
CCCn1c(SCC(=O)N2CCc3ccccc32)nnc1-c1ccncc1,.,4,2,1,2,.,.,.,0
COc1ccc(NC(=O)CSC2CCCCC2)cc1,1,5,-3,-9,12,6,2,-6,-11
O=C(O)CCC(=O)Nc1ccc(Sc2ccc([N+](=O)[O-])cc2)cc1,-5,1,0,-12,-15,-19,18,-7,-17
CCc1nnc(NC(=O)c2sc3nc(C)cc(COC)c3c2N)s1,-34,0,-2,6,-3,-6,-446,2,14
CC(C)C[C@H]1CN([C@@H](CC(C)C)CN2CCCC2CN2C(=S)NC[C@@H]2Cc2ccc(O)cc2)C(=S)N1CCc1ccccc1 (stereo not given in full),-1,.,.,.,.,30,5,-1,.
Cc1ccc(-c2csc3nc4c5ccccc5c(NCCCN5CCOCC5)nn4c(=O)c23)cc1,.,9,-6,-4,56*,.,.,.,-4
COc1ccc(CC(=O)Nc2ccc(S(=O)(=O)N(C)C)cc2)cc1OC,0,8,1,-2,-1,2,12,-4,-1
COc1ccc(-c2cc(-c3ccccc3)c(C#N)c(SCC(=O)Nc3ncc(C)s3)n2)cc1,1,-5,0,-10,0,14,-309,-7,-11

# Profiles from above. Order of values: SENP1 inh	SENP7 inh	beta cell repl	SENP8 block-1	UBC13 inh	PfGluPho inh	SENP8 block-2	HKDC1 inhibitor	SENP6 block
# C#CCOCCOCCOCCNc1nc(N2CCN(C(=O)[C@H](CCC(=O)O)n3cc(C(N)CO)nn3)CC2)nc(N2CCN(C(=O)[C@H](CCCCN)n3cc(C(N)CC(C)C)nn3)CC2)n1 (stereo not given in full) is listed as .	-6	-5	0	-4	.	.	.	0
# Cc1ccc(Oc2ncccc2N)c2c1CCC2 is listed as 1	3	-2	1	1	4	10	-5	7
# COc1cc(/C=N/O)cc(Br)c1OS(=O)(=O)c1ccc(C)cc1 is listed as 0	1	0	4	7	47	16	0	-11
# COc1ccc(C(=O)N2CCC(n3nnc4cc(F)ccc43)CC2)cc1OC is listed as -1	3	-2	1	-6	2	2	-5	-4
# COC(=O)C1=C(C(=O)OC)[C@@H]2N(Cc3ccccc3)c3ccccc3[C@@]23C[C@@H](C(=O)OC)N(C(=O)c2cccs2)C3=N1 is listed as 5	0	-9	-1	-8	5	15	6	6

# Continuation.
structure,SENP1 inh,SENP7 inh,beta cell repl,SENP8 block-1,UBC13 inh,PfGluPho inh,SENP8 block-2,HKDC1 inhibitor,SENP6 block
Cc1cc(N/N=C/c2ccc(O)cc2O)nc(-n2nc(C)cc2C)n1,-2,.,.,.,.,26,-27,-15,.
O=C(Nc1ccc(C(=O)N2CCCC2)cc1)c1ccccc1[N+](=O)[O-],1,-8,-3,-20,-5,8,12,-5,-19
O=C(NCC1CCCO1)/C(=C\c1ccccc1)NC(=O)c1ccccc1 (stereo not given),0,-2,1,5,-4,-5,15,4,10
COc1cc(OC)cc(C(=O)Nc2nnc(NC(=S)Nc3ccccc3)s2)c1,3,3,0,-3,-16,-9,-32,-1,1
COc1ccc(/C=N/Nc2nc(C)cc(-c3ccccc3)n2)c(OC)c1,-2,-17,-4,-2,2,0,-36,-11,2
CC(C)=C1C2CCC1C(C(=O)Nc1sc(C)c(-c3ccc(C(C)C)cc3)c1C(N)=O)C2C(=O)O (stereo not given),0,5,-7,9,7,-21,8,8,-2
O=C(c1cccnc1)C1CCCN(Cc2nc(Cc3ccccc3F)no2)C1 (stereo not given),-2,8,-1,-5,-1,7,14,-8,2
NC(=O)N/N=C/c1cccc(C(F)(F)F)c1,1,9,-2,9,-10,-2,29,-1,11
CSCCC(NC=O)C(=O)NC(C)C(=O)O (stereo not given),-1,.,.,.,.,2,4,-2,.
COc1ccc(C(=O)Nc2c(N)nc[nH]c2=O)cc1,-2,-4,-1,0,0,-15,-27,-10,-7
Cc1cc(C)nc(NC(=O)c2ccc(C)c(C)c2)n1,-1,-2,-3,-8,3,0,4,-2,8
O=C(Nc1ccccn1)c1ccc(=O)[nH]n1,1,7,-1,-18,1,-5,8,-5,-19
CC1=NN(Cc2ccccc2)C(=O)C1C(c1ccc(Cl)cc1)C(C#N)C#N (stereo not given),-4,1,0,7,-5,3,9,21,14
O=C(Nc1ncccn1)C1=C(O)c2ccccc2S(=O)(=O)N1Cc1ccccc1,-2,-3,-1,-12,0,3,-83,-4,0
Cc1ccccc1CNC(=O)CN(c1ccccc1Cl)S(C)(=O)=O,4,5,-4,1,0,-5,5,-4,0
CCCOc1c(Br)cc(C2C3=C(CCCC3=O)N(CC)C3=C2C(=O)CCC3)cc1OC,-26,-2,1,-2,-16,54,-389,-1,20
COc1ccc(CC2(CO)CCN(Cc3ccc4c(c3)CCO4)CC2)cc1,2,-9,-2,-12,3,-18,12,-7,-7
Cn1c(=O)c2c(nc(SCCN3CCOCC3)n2Cc2ccccc2Cl)n(C)c1=O,2,6,1,5,4,16,7,-2,4
COCCN(Cc1cc2cc3c(cc2nc1Cl)OCO3)C(C)=O,2,-2,-1,-10,-8,-8,-10,-10,-29
COc1ccc(CC(=O)Nc2c3c(nn2-c2cccc(C)c2C)CS(=O)C3)cc1OC (stereo not given),2,2,2,2,8,3,17,-5,-9
CC(C)c1ccc(NC(=O)C2C3C=CC4(CN(Cc5cccnc5)C(=O)C24)O3)cc1 (stereo not given),-3,-2,1,-11,-4,3,14,-9,-7
COc1ccc(C(=O)Cn2cc[n+](C)c2)cc1,5,5,2,-3,-6,8,30,-5,-21
COc1ccc(-c2nnc3ccc(SCC(=O)NCc4ccco4)nn23)cc1,-1,-13,-3,-3,-24,4,-29,0,8
Oc1c(Cl)cc(Cl)cc1/C=N/c1ncn[nH]1,-20,2,1,4,5,0,-39,6,9
O=C(c1c(F)cccc1F)N1CCN(c2cccc(C(F)(F)F)c2)CC1,0,-6,-4,-15,-5,-19,29,-4,-15

# An excerpt of these results, with two lines to a compound.
# Each structure is followed by: SENP1 inh	SENP7 inh	beta cell repl	SENP8 block-1	UBC13 inh	PfGluPho inh	SENP8 block-2	HKDC1 inhibitor	SENP6 block
> CC(C)=C1C2CCC1C(C(=O)Nc1sc(C)c(-c3ccc(C(C)C)cc3)c1C(N)=O)C2C(=O)O (stereo not given)
→ 0	5	-7	9	7	-21	8	8	-2
> COc1ccc(CC(=O)Nc2c3c(nn2-c2cccc(C)c2C)CS(=O)C3)cc1OC (stereo not given)
→ 2	2	2	2	8	3	17	-5	-9

# Continued:
structure,SENP1 inh,SENP7 inh,beta cell repl,SENP8 block-1,UBC13 inh,PfGluPho inh,SENP8 block-2,HKDC1 inhibitor,SENP6 block
Nc1nc(-c2ccccc2)c(N=Nc2cccc3ccccc23)s1,3,3,-6,2,-81,10,31,22,15
COC(=O)c1ccccc1NC(=O)Cn1cnc2c(cnn2-c2ccc(C)c(C)c2)c1=O,.,-9,2,-6,1,-30,.,-5,-14
C[C@H](NC(=O)[C@@H]1Cc2ccccc2CN1C(=O)OC(C)(C)C)C(=O)NCc1ccco1,1,2,-1,1,-5,-5,-2,1,7
COCC(C)OC(=O)C(C#N)c1nc2ccccc2nc1N1CCN(Cc2ccccc2)CC1 (stereo not given),-22,8,-4,12,-5,27,-240,2,19

# High-throughput results: PubChem, Sanford-Burnham Center for Chemical Genomics
